Bioassay records: PubChem BioAssay, several laboratories
bCat nuc transl: alters nuclear translocation of beta-catenin in HeLa cells; immunofluorescence imaging; nuclear translocation activity, % at 5 µM; hit rate 0.3% among 190,000; AID 1665;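 active means nuclear translocation activity above 50% at 5 µM, with a well cell count of 50 or more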;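 further: per-cell ratio of nuclear to cytoplasmic median beta-catenin stain intensity; plate controls were DMSO negative control for no effect and GSK-3 inhibitor IX positive control for full effect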
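Signal – beta-catenin immunofluorescence imaging with DAPI · Test system – human HeLa cell line · Dosing – 5 µM primary single dose, 0.1% DMSO, 0.02–20 µM confirmation series · Measure – % activation, nuclear-to-cytoplasmic median beta-catenin signal ratio per cell · Incubation – 24 h compound exposure at 37°C, 5% CO2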
Lipid droplet: modulators of hepatic lipid droplet formation | AML12 mouse hepatocytes, oleate lipid droplets, BODIPY imaging | AID 1656 | inhibition, % at 6.5 µM | hit rate 0.4% among 240,000;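 active means lipid droplet intensity inhibited by at least 50%, with more than 500 cells counted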
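Material – AML12 mouse liver cells · Also added – oleate loading, 100 µM · Compound dosing – 6.5 µM single-point dosing · Times – overnight treatment with compound plus oleate · Measured by – fluorescence imaging, 20x objective, two fields per well · Read-out – percent inhibition of filter-corrected integrated lipid droplet intensity per well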
T cell modulator: T cell immune modulation candidate. calls only at 7 µM. hit rate 0.068% among 330,000. AID 2052. 2C CD8+ T cell-vesicle binding, flow cytometry; active compounds read low;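 active means response, share of CD8 T cells binding vesicles, and their 90th percentile fluorescence all below set limits, cut at about 80% in these data, passing the limit was not always enough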
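Material: murine 2C transgenic CD8+ T lymphocytes / Also added: QL9-peptide-loaded Drosophila micro-vesicles bearing Ld, ICAM-1 and B7-1 / Schedule: binding step 1.5 h, 37 °C, antibody labelling 20 min, ice / Signal: flow cytometry, PE anti-B7-1 (FL2) versus Alexa647 anti-CD8 (FL8), PFA-fixed / Evaluation: percent CD8+ FL2 mean versus row control / Benchmarks: naked versus QL9-loaded vesicles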
human PMI inhibition: MPI enzyme activity inhibition – biochemical, fluorescence intensity, coupled assay, primary screen (AID 1209); purified PMI enzyme, coupled fluorescence intensity; higher % means a stronger effect; one-dose inhibition, % at 20 µM; IC50 in µM for titrated hits; hit rate 0.42% among 190,000;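 further: plate controls were DMSO vehicle for no effect and wells lacking substrate for full effect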
MT stabilize HCS: stabilizes microtubules in HeLa cells; HeLa tubulin immunostaining HCS, 24 h; share of cells brighter than vehicle mean+2SD; % tubulin-high responders, % at 10 µM; hit rate 0.83% among 200,000;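 active means plate Z-score above 3 for both tubulin-high and condensed-nucleus cell shares, with cell loss under 80%, at 10 µM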;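 further: anti alpha tubulin signal scored within the nucleus-defined area of each cell; some results filed as inactive read as strong as hits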
Autophagy HCS: autophagy modulation, high-content screen; calls only at 10 µM (by protocol); MEF GFP-LC3 puncta imaging; test concentration mostly 10 µM; hit rate 0.98% among 190,000;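 active means percentage of spot-positive cells more than 3 SD above its plate mean, without a fluorescence outlier flag or 80% toxicity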;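 further: spot-positive cell cutoff set from DMSO-treated cells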
human PMI inhibitors: MPI inhibition at elevated mannose 6-phosphate – biochemical, fluorescence intensity, high mannose 6-phosphate, primary screen (AID 1220); hit rate 0.66% among 190,000; inhibition, % at 20 µM, or IC50 in µM where a hit was titrated; recombinant PMI enzyme, coupled fluorescence intensity; higher % means a stronger effect
TNAP activators: human TNAP enzyme activators, primary screen, biochemical, luminescent, no phosphate acceptor, uHTS (AID 1001); purified TNAP, luminescent activation assay, no phosphate acceptor; higher activation fold means a stronger effect; one-dose activation fold at 20 µM; EC50 in µM for titrated hits; hit rate 0.03% among 200,000; in the data active means activation fold from about 3, or a potency from the dose series; inactive means the rest, 99 in 100 with activation fold below about 1.6; further: many of its hits are not listed in these tables
Ins promoter up: MIN6 insulin promoter up-regulation; hit rate 0.3% among 190,000; z-score at 5 µM; MIN6 insulin promoter-GFP reporter, high-content imaging; active compounds read high; AID 1625;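 active means z-score above 3 at 5 µM with at least 500 cells counted in the well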
Ins promoter up cell count: recorded beside Ins promoter up, whose call it bears; cell count; measured here: cytotoxicity, nuclei count;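 total cells summed across four imaged fields per well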
Lipid droplet cells 6.5 µM: second read-out of Lipid droplet, no call of its own (marks repeat the call); cell count; measured here: cell count, cytotoxicity flag;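 cells counted across two imaged fields per well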
bCat nuc transl cell count 5 µM: also measured in bCat nuc transl; calls as there; cell count; measured here: cell count, cytotoxicity flag
T cell modulator vesicle-bound %: second read-out of T cell modulator, no call of its own (marks repeat the call); double positive events, %; measured here: CD8+ vesicle-bound cell fraction;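 binding gate set so that unloaded-vesicle control wells show 10% double positive cells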
MT stabilize HCS Hoechst-high %: further read-out of MT stabilize HCS, marked with its call; % Hoechst-high responders; measured here: nuclear condensation Hoechst responders;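 share of cells brighter than vehicle mean plus two SD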
MT stabilize HCS cytotoxicity %: further read-out of MT stabilize HCS, marked with its call; toxicity, %; measured here: cytotoxicity by cell density;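 0% = mean cell density of plate MIN control wells and 100% = no cells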
Autophagy HCS cell loss 18 h: further read-out of Autophagy HCS, marked with its call; toxicity, %; measured here: cell loss, nuclei count;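 cell loss after 18 h compound exposure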
An asterisk follows results filed as active; i = inactive; nt = no result given. Unless noted, no stated cut-off is given here; in the data, active means inhibition above about 50%; inactive means the rest.

SMILES | bCat nuc transl | bCat nuc transl cell count 5 µM | Lipid droplet | Lipid droplet cells 6.5 µM | T cell modulator | T cell modulator vesicle-bound % | human PMI inhibition | MT stabilize HCS | MT stabilize HCS Hoechst-high % | MT stabilize HCS cytotoxicity % | Autophagy HCS | Autophagy HCS cell loss 18 h | human PMI inhibitors | TNAP activators | Ins promoter up | Ins promoter up cell count
CCN1CC(CN(C)Cc2cn(-c3ccc(C)cc3)nc2-c2cccc(C)c2)CC1=O (stereo not given) | 0.7 | 974 | -10.3 | 642 | i | 62.8 | 4.4% | 2.9 | 2.5 | 8.7 | i | -0.4 | 10.1% | 1 | -0.86 | 1498
CC(Nc1cc(=O)n(C)c(=O)[nH]1)c1ccccc1 (stereo not given) | nt | nt | -3.2 | 715 | i | 57.3 | 4.8% | 3.8 | 2.3 | 7.3 | i | -9.9 | 1.9% | 1.1 | 0.05 | 1346
N#Cc1c(SC(C(=O)O)c2ccccc2)nc2c(c1-c1cccs1)CCCC2 (stereo not given) | -0.3 | 1269 | 13.6 | 697 | i | 55.4 | nt | nt | nt | nt | nt | nt | nt | nt | -0.42 | 1065
CSc1sc(C)cc1/C=N/O | 0.4 | 569 | 5.8 | 692 | i | 27.8 | -8.6% | 2.7 | 3.3 | 1.9 | i | 0.5 | -4.8% | 1.1 | 0.18 | 1063
Cc1cc(=O)[nH]c(NCCO)n1 | -1.3 | 1008 | -1.6 | 648 | i | 41.2 | -0.1% | 4.5 | 3.6 | 6.4 | i | 0.7 | 22.5% | 1 | 0.03 | 1532
O=C(NNc1ccccc1Br)C(O)(c1cccc(C(F)(F)F)c1)c1cccc(C(F)(F)F)c1 | 3.8 | 543 | 4.5 | 765 | i | 47.9 | 10.5% | 1.7 | 0.7 | 10.9 | i | -0.5 | 7.7% | 1.1 | -1.12 | 1114
CCCNc1ccc(C(=O)OCC)cc1[N+](=O)[O-] | nt | nt | -13.7 | 762 | i | 34.1 | -3.9% | 8.4 | 4.0 | 5.0 | i | 17.6 | -6.3% | 1 | 0.12 | 1372
Cc1nnc(N(Cc2ccco2)C(=O)c2cccc(C#N)c2)s1 | nt | nt | 17.7 | 749 | i | 44.1 | 16.6% | 3.1 | 3.1 | 5.3 | i | 1.1 | 0.3% | 1.1 | 0.26 | 1238
CC(C)NC(=O)Cn1c(SCC(=O)N2CCCc3ccccc32)nc2ccccc21 | -1.6 | 557 | nt | nt | i | 34.1 | -8.9% | 4.5 | 3.8 | 7.9 | i | 7.8 | -0.7% | 1.1 | -1.1 | 1430
CCc1ccccc1NC(=O)CC1CS(=O)(=O)CC1CC(=O)Nc1ccccc1CC (stereo not given) | -0.2 | 1119 | 18.7 | 691 | i | 43.3 | 2.2% | 2.4 | 2.4 | 0.3 | i | -3.8 | -5.6% | 1.1 | -0.14 | 1478
CCOc1ccc(N(Cc2ccccc2F)C2=NC3CS(=O)(=O)CC3S2)cc1 (stereo not given) | 2.4 | 1092 | -2.3 | 716 | i | 30.2 | 22.2% | 3.1 | 1.1 | 2.6 | i | 0.3 | 17.3% | 1.1 | 1.12 | 1194
COC(=O)c1ccc(OCc2nc(N)nc(N3CCOCC3)n2)cc1 | 0.6 | 1005 | -0.6 | 766 | i | 26.3 | 4.6% | 3.7 | 1.5 | 7.5 | i | -44.0 | -1.5% | 1.1 | -0.13 | 1296
Cc1[nH][nH]c(=O)c1C=NCc1cccc(C(F)(F)F)c1 | -4.3 | 1133 | -5.1 | 715 | i | 49.9 | 0.1% | 3.6 | 2.6 | 5.2 | i | 3.7 | -3.2% | 1.8 | 0.18 | 1185
CN1CCN(S(=O)(=O)c2ccc(-c3ccc(S(=O)(=O)N4CCN(C)CC4)cc3)cc2)CC1 | -2.2 | 719 | nt | nt | nt | nt | -5.3% | nt | nt | nt | nt | nt | -7.6% | 1 | 0.58 | 1211
Cn1c(=O)cc(OCC(=O)NC2CCCCC2)c2ccccc21 | -0.7 | 1192 | 1.2 | 807 | i | 15.6 | 8.6% | 4.4 | 2.3 | 0.1 | i | 2.0 | 1.7% | 1.1 | -0.2 | 1214
COc1cccc(/C=C/C(=O)OCC(=O)Nc2ccc(Cl)c(S(=O)(=O)N(C)C)c2)c1OC | -2.2 | 1133 | 6.2 | 678 | i | 7.2 | 6.7% | 1.2 | 1.2 | 6.4 | i | 6.6 | 3.8% | 1.1 | 0.37 | 1422
Cc1n(CC(O)COC2CCCCC2)c2ccccc2[n+]1C (stereo not given) | -2.2 | 1252 | 2.2 | 735 | i | 26.5 | 14.1% | 2.5 | 2.4 | 2.5 | i | 6.0 | 8.4% | 1.1 | -0.04 | 1224
CC(C)Cn1c(N)c(C(=O)COC(=O)CCc2nc3ccccc3s2)c(=O)n(C)c1=O | 0.9 | 1050 | -7.8 | 668 | i | 48.2 | 7.7% | 1.7 | 0.6 | 2.8 | i | -17.0 | 7.2% | 1 | -0.88 | 946
CNc1nc(-c2ccc3c(c2)CCN3C(=O)c2ccccc2F)cs1 | 0.7 | 1609 | 0.4 | 616 | nt | nt | 12.8% | 2.3 | 0.9 | 3.0 | i | -4.4 | 10.5% | 1 | -1.4 | 1398
COc1ccc(C(C)=O)cc1Cn1nc(C)c([N+](=O)[O-])c1C | 1.2 | 1027 | 7.8 | 734 | i | 6.7 | 18.3% | 1.5 | 4.1 | 9.3 | i | -2.9 | 2.8% | 1 | -0.43 | 1325
CCCCNS(=O)(=O)c1ccc(OC)c(Cl)c1Cl | -2.8 | 1385 | nt | nt | i | 11.3 | 6.0% | 3.0 | 2.2 | 6.4 | i | -2.4 | 2.1% | 1.1 | 0.52 | 1398
CC(C)(C)NC(=O)C(c1ccncc1)N(C(=O)C1CSC(=O)C1)c1ccccc1 (stereo not given) | 0.0 | 1028 | 5.2 | 772 | i | 19.9 | 8.3% | 3.1 | 1.2 | 8.1 | i | -2.1 | 4.0% | 1.1 | -0.32 | 1463
Cc1cc(C)c(C#N)c(Sc2nnnn2-c2ccccc2)n1 | -4.1 | 1168 | 3.9 | 645 | i | 40.4 | 6.7% | 5.9 | 2.1 | 9.6 | nt | nt | 10.7% | 1.2 | -0.15 | 1960
CC(C)(C)NC(=O)c1oc2ccccc2c1COc1ccccc1 | -0.5 | 1059 | 11.6 | 623 | i | 43.9 | 19.0% | 4.1 | 2.3 | 11.8 | i | 15.9 | 15.2% | 1 | -0.09 | 1478
Cc1cc(O)ccc1NC(=O)c1ccccc1 | -2.5 | 1383 | nt | nt | i | 7.6 | 0.3% | 2.0 | 2.4 | 7.9 | nt | nt | 2.6% | 1 | 1.6 | 1679
COc1cccc(C(=O)OCn2nnc3ccccc3c2=O)c1 | nt | nt | -5.5 | 718 | i | 28.1 | 6.7% | 4.3 | 2.8 | 4.6 | i | -12.4 | 9.8% | 1 | nt | nt
Cc1nn(-c2ccccc2)c(Cl)c1C(=O)Nc1nnc(C2CCCCC2)s1 | 2.1 | 1261 | nt | nt | i | 42.9 | 1.8% | 4.5 | 1.1 | 8.6 | i | -1.4 | 2.6% | 1 | -0.92 | 1591
COc1ccc(C(=O)NC(=S)Nc2ccc([N+](=O)[O-])cc2C)cc1OC | 6.8 | 1061 | 26.2 | 679 | i | 45.6 | 10.2% | 1.2 | 0.9 | 5.3 | i | -10.3 | 10.1% | 0.9 | -0.19 | 1677
CNC(=O)Nc1ccc2nc(C)sc2c1 | -1.7 | 1022 | 0.2 | 783 | i | 58.8 | 7.2% | 4.6 | 1.9 | 10.4 | i | 20.2 | 9.5% | 1 | 0.7 | 1491
O=C(CSc1nnc(-c2cccc(S(=O)(=O)N3CCCC3)c2)n1-c1ccccc1)Nc1ccc(C(=O)O)cc1 | -1.1 | 1134 | 7.4 | 712 | i | 55.8 | 1.6% | 1.7 | 3.0 | 6.0 | i | -62.8 | 1.1% | 1.1 | -0.34 | 1277
CS(=O)(=O)N1CCN(c2ccccc2NC(=O)c2ccc(Br)o2)CC1 | -1.2 | 1399 | nt | nt | i | 20.4 | 8.4% | 2.5 | 1.8 | 1.6 | i | -2.8 | 17.6% | 1 | 1.83 | 1060
O=C(CSc1ncccn1)NCc1ccccc1Cl | -0.5 | 988 | -37.7 | 605 | i | 0.7 | -4.7% | 2.4 | 2.3 | 15.0 | i | 0.9 | -6.9% | 1 | 0.69 | 1511
CCOc1ccc(Cl)cc1S(=O)(=O)NCc1ccccn1 | -1.5 | 1099 | -15.4 | 650 | i | 41.1 | -3.1% | 4.1 | 1.8 | 19.0 | i | 8.6 | -4.1% | 1 | 0.09 | 1242
CC(=O)OC(CC(=O)O)C[N+](C)(C)C (stereo not given) | -1.4 | 608 | 12.3 | 705 | i | 23.1 | -12.4% | 9.7 | 6.0 | 6.6 | i | 6.2 | -9.6% | 1.1 | nt | nt
N#Cc1cc2c(nc1SCc1ccccc1)CCC2 | -0.7 | 1154 | 21.1 | 730 | i | 9.9 | 1.1% | 3.5 | 2.7 | 6.0 | i | -9.5 | -1.1% | 1 | nt | nt
CC1(C(=O)Nc2c(F)c(F)c(F)c(F)c2F)CC1(Br)Br (stereo not given) | -0.3 | 1355 | 7.5 | 644 | i | 34.7 | nt | nt | nt | nt | nt | nt | nt | nt | -0.74 | 1095

Random excerpt: 2 records from the list, in no set order.
SMILES | bCat nuc transl | bCat nuc transl cell count 5 µM | Lipid droplet | Lipid droplet cells 6.5 µM | T cell modulator | T cell modulator vesicle-bound % | human PMI inhibition | MT stabilize HCS | MT stabilize HCS Hoechst-high % | MT stabilize HCS cytotoxicity % | Autophagy HCS | Autophagy HCS cell loss 18 h | human PMI inhibitors | TNAP activators | Ins promoter up | Ins promoter up cell count
CS(=O)(=O)N1CCN(c2ccccc2NC(=O)c2ccc(Br)o2)CC1 | -1.2 | 1399 | nt | nt | i | 20.4 | 8.4% | 2.5 | 1.8 | 1.6 | i | -2.8 | 17.6% | 1 | 1.83 | 1060
CCOc1ccc(Cl)cc1S(=O)(=O)NCc1ccccn1 | -1.5 | 1099 | -15.4 | 650 | i | 41.1 | -3.1% | 4.1 | 1.8 | 19.0 | i | 8.6 | -4.1% | 1 | 0.09 | 1242
